# Assay outcomes as filed in PubChem.
# HePTP inhibitor: inhibitors of human HePTP phosphatase, primary screen, biochemical, absorbance, leukemia target | inhibition, % at 20 µM | recombinant HePTP phosphatase activity, OD absorbance | AID 521, 2006 | Tyrosine-protein phosphatase non-receptor type 7 (Homo sapiens), P35236 | actives 0.64% (n = 110,000); in the data active = inhibition above about 50%;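 also: plate controls were vehicle for no effect and reference inhibitor for full effect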
# BAP1 block: inhibitors of BAP1 deubiquitinase, primary screen, biochemical, Ub-AMC fluorescence, kinetic. Ubiquitin carboxyl-terminal hydrolase BAP1 (Homo sapiens), Q92560. recombinant BAP1, Ub-AMC hydrolysis fluorescence kinetic; stronger effect = lower value. activity remaining (% of control), % at 20 µM. actives 0.48% (n = 72,000). AID 436, 2006;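 active = activity remaining at or below 50% of control, provided the compound also passes the data quality filters; inactive = the rest, including low values that fail the filters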;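 also: 100% = DMSO wells rate and 0% = substrate alone blank rate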
# Target sequence (Q92560 whole entry, looked up): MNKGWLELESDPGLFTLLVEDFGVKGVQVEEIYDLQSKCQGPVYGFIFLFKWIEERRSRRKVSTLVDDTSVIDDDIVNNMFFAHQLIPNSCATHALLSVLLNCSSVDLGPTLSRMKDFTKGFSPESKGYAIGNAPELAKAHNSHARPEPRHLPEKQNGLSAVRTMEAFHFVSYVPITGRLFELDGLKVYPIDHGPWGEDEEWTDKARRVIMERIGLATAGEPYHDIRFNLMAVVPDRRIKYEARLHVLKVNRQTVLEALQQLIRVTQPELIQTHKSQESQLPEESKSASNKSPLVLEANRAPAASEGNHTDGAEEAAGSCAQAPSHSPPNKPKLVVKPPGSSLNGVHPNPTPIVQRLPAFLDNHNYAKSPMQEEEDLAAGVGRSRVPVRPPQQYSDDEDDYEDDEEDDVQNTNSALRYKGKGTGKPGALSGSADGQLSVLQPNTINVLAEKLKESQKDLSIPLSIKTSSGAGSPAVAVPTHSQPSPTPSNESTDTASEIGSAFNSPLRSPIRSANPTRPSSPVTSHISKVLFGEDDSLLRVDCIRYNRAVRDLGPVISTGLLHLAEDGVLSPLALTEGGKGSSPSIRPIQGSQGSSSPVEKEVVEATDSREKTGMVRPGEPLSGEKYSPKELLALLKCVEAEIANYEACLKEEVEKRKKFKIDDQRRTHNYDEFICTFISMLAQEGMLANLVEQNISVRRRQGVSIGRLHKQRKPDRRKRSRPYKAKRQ
# * hit, by the source's call; . = no result given; & = joins results of further samples. This is a random part of the collection (roughly 0.95% active in at least one column).
no.	HePTP inhibitor	BAP1 block	SMILES
1	.	131	CC(NC(=O)c1cccs1)C(c1cccs1)N1CCOCC1 (stereo not drawn)
2	1	118	CCOC(=O)c1cnc(SCC(=O)Nc2ccccc2N2CCOCC2)nc1N
3	6	.	CCOC(=O)C1=C(C)N=c2s/c(=C\c3ccccc3Cl)c(=O)n2C1c1ccc(OC)c(OC)c1 (stereo not drawn)
4	3	.	Cn1ccnc1SCC(=O)Nc1ccccc1F
5	2	107&197	O=C(O)CCCCCN1C(=O)CSC1=S
6	2	176	O=C(NCc1ccccc1)C1CC2CCCC(C1)C2=O (stereo not drawn)
7	16	76	CCCC(CCC(=O)NC1CCCCC1)C(=O)O (stereo not drawn)
8	10	90	CCNc1nc2c(c(=O)n(C)c(=O)n2C)n1Cc1ccc(Cl)cc1

# Filtered by structure: the entries above with two or more sulfur atoms (two)
no.	HePTP inhibitor	BAP1 block	SMILES
1	.	131	CC(NC(=O)c1cccs1)C(c1cccs1)N1CCOCC1 (stereo not drawn)
5	2	107&197	O=C(O)CCCCCN1C(=O)CSC1=S

# Quoted from the listing:
# `CC(NC(=O)c1cccs1)C(c1cccs1)N1CCOCC1` (stereo not drawn) | BAP1 block: 131
# `CCOC(=O)c1cnc(SCC(=O)Nc2ccccc2N2CCOCC2)nc1N` | HePTP inhibitor: 1
# `O=C(NCc1ccccc1)C1CC2CCCC(C1)C2=O` (stereo not drawn) | HePTP inhibitor: 2
# `CCOC(=O)C1=C(C)N=c2s/c(=C\c3ccccc3Cl)c(=O)n2C1c1ccc(OC)c(OC)c1` (stereo not drawn) | HePTP inhibitor: 6
# `CCNc1nc2c(c(=O)n(C)c(=O)n2C)n1Cc1ccc(Cl)cc1` | BAP1 block: 90
# `CCCC(CCC(=O)NC1CCCCC1)C(=O)O` (stereo not drawn) | HePTP inhibitor: 16

# The results go on.
no.	HePTP inhibitor	BAP1 block	SMILES
9	-7	98	Cc1cc(C)nc(N(C#N)Cc2ccc(Br)cc2)n1
10	5	96	Cc1cc(=O)[nH]c(SCC2COC3(CCCCC3)O2)n1 (stereo not drawn)
11	2	95	Cc1ccc(C(=O)Nc2nccs2)cc1S(=O)(=O)N1CCCCC1
12	-12	.	COc1ccccc1N(CC(=O)Nc1ccc2ccccc2c1)S(=O)(=O)c1ccccc1
13	4	.	CC(NC(=O)C12CC3CC(CC(C3)C1)C2)C(=O)Nc1ccc(S(=O)(=O)Nc2nccs2)cc1 (stereo not drawn)
14	7	.	O=C(O)CCC(=O)N1N=C(c2ccc(Br)cc2)CC1c1cccc([N+](=O)[O-])c1 (stereo not drawn)
15	14	.	O=C(CCN1C(=O)/C(=C/c2ccccc2)SC1=S)Nc1cccc(Cl)c1
16	-7	.	C(=NN1CCN(Cc2ccccc2)CC1)c1ccccc1

# Next part:
no.	HePTP inhibitor	BAP1 block	SMILES
17	-5	88	CCOC(=O)Nc1ccc(S(=O)(=O)Nn2cnnc2)cc1
18	9&-5	63	COC(=O)C1C(=O)NCC1c1ccccc1 (stereo not drawn)
19	6	91	CN(CCCC(=O)NCc1ccco1)S(=O)(=O)c1ccccc1
20	-6	.	CCN(CC)C(=O)CSc1nnc(-c2ccccc2)n1N
21	6	.	O=C1CSC(c2nn(-c3ccccc3)cc2-c2cc3ccccc3oc2=O)N1Cc1ccco1 (stereo not drawn)
22	-1	67	CCOC(=O)c1c(NC(=O)CN2CCCCC2)sc2c1CCN(C(=O)OCC)C2
23	1	.	Cc1[nH]n(-c2ccccc2)c(=O)c1C(=O)c1ccccc1F
24	7	105	O=C1C2CCCN2C(c2ccc(Cl)cc2)N1c1nccs1 (stereo not drawn)

# Next section
no.	HePTP inhibitor	BAP1 block	SMILES
25	0	.	Cc1ccc(Cl)c(OCCCCN2CCCC2)c1
26	-2	.	COc1ccc(NC(=O)c2ccc(-c3ccccc3)cc2)cc1
27	-2	.	CS(=O)(=O)N(CC(=O)N1CCOCC1)c1ccc(Br)cc1
28	7	.	CC1=C(C(=O)Nc2ccccc2)C(c2cccc(Br)c2)NC(=O)N1 (stereo not drawn)
29	-8	72	CCn1cc(C(C)NC(=O)COc2ccc(Cl)cc2C)c(C)n1 (stereo not drawn)
30	-5	130	Cn1c(OCc2cccnc2)nc2c1c(=O)n(Cc1ccc(Br)cc1)c(=O)n2C
31	-6	.	O=C(CSc1nc2ccccc2[nH]1)Nc1nc2c(s1)CCCC2
32	2	.	O=C(Nc1ccc(I)cc1)C1CC(=O)N(c2ccc(F)cc2)C1 (stereo not drawn)

# The list continues:
no.	HePTP inhibitor	BAP1 block	SMILES
33	7	130	Cc1cc(N2CCN(C3CCCC3)CC2)n2ncc(-c3ccccc3)c2n1
34	6	96	O=C(NCc1ccco1)Nc1ccc(Br)cc1Cl
35	0	.	CC(=O)C1=C(O)C(=O)N(CCN(C)C)C1c1ccc(F)cc1 (stereo not drawn)
36	2	.	COc1cc(C(=O)Nc2ccccc2)c2ccccc2n1
37	10	87	O=S1(=O)C=CC(Nc2cccc(Cl)c2)C1 (stereo not drawn)
38	-13	.	Cc1ccc(NC(=O)c2cnccn2)cc1C
39	-4	.	O=C(O)/C(=C\C=Nc1ccc(Br)cc1)Nc1ccc(Br)cc1
40	1	88	CN1C(=O)c2cccc(N(C)C)c2C1=O

# Nos. 35 to 37 from above:
no.	HePTP inhibitor	BAP1 block	SMILES
35	0	.	CC(=O)C1=C(O)C(=O)N(CCN(C)C)C1c1ccc(F)cc1 (stereo not drawn)
36	2	.	COc1cc(C(=O)Nc2ccccc2)c2ccccc2n1
37	10	87	O=S1(=O)C=CC(Nc2cccc(Cl)c2)C1 (stereo not drawn)

# Other entries follow.
no.	HePTP inhibitor	BAP1 block	SMILES
41	-10	.	CC1Cc2ccccc2N1C(=S)Nc1ccc2nccnc2c1 (stereo not drawn)
42	0	.	Cc1ccc2c(c1)NC(c1ccc(C)o1)C1=C(CC(c3ccccc3)CC1=O)N2 (stereo not drawn)
43	6	.	NC(=S)N/N=C/c1cn(-c2ccccc2)nc1-c1ccc(Cl)cc1
44	6	113	COc1ccc(NC(=O)c2ccccc2NC(=O)c2ccco2)c(OC)c1
45	11	127	O=C(O)C1CC=CCC1C(=O)NC12CC3CC(CC(C3)C1)C2 (stereo not drawn)
46	4	.	CN(CC(O)c1cccc(O)c1)C(=O)c1ccccc1 (stereo not drawn)
47	-10	93	O=C(Cn1cc2c(n1)CCCC2)NCCCN1CCN(C2CCCCC2)CC1
48	.	226	Cc1ccc2cccc(OCc3ccccc3)c2n1

# Following part
no.	HePTP inhibitor	BAP1 block	SMILES
49	-3	97	COc1ccccc1N1C(=O)CCC1(C#N)c1ccccc1 (stereo not drawn)
50	3	95	COC(=O)c1ccc(C2C(C#N)=C(N)Oc3cc(C)n(C)c(=O)c32)cc1 (stereo not drawn)
51	7	103	Cn1c(=N)n(CC(=O)O)c2ccccc21
52	8	.	COc1ccc(/C=C(\C(C)=O)[N+](=O)[O-])cc1
53	3	.	COc1ccc(-c2cc(C(=O)Nc3ccccc3C)c3ccccc3n2)cc1
54	-4	.	O=C(CCN1C(=O)/C(=C/c2ccccc2Cl)SC1=S)Nc1ncc(Cc2ccccc2Cl)s1
55	-4	92	CCOC(=O)N1CCC(n2c(=S)[nH]c3cc(OCC)c(OCC)cc3c2=O)CC1
56	4	.	CCC(C)(C)C1CCc2c(sc(NC(=O)c3ccc([N+](=O)[O-])c(C)c3)c2C(N)=O)C1 (stereo not drawn)

# Additional records follow:
no.	HePTP inhibitor	BAP1 block	SMILES
57	-6	.	C/C(=N\Nc1nnc2c(n1)[nH]c1ccccc12)c1ccccn1
58	2	.	CC(=O)c1cccc(NC(=O)/C(=C/c2cccc3ccccc23)NC(=O)c2ccc(C)cc2)c1
59	6	108	CCOC(=O)c1c(CN2CCN(CCO)CC2)n(C)c2cc(Br)c(OC)cc12
60	7	103	O=C(N1CCOCC1)N1CCN(c2nc(-c3ccc(F)cc3)cs2)CC1
61	4	.	CC1CCC(NC(=O)Cn2c(=O)[nH]c3ccsc3c2=O)CC1 (stereo not drawn)
62	4	137	CC(C)CCn1c(Sc2nc3ccccc3s2)nc2c1c(=O)[nH]c(=O)n2C
63	6	.	COc1ccc(/C=C/C(=O)Nc2c(F)c(F)c(F)c(F)c2F)cc1
64	9	.	O=C(NCCCn1ccnc1)c1cc([N+](=O)[O-])cc([N+](=O)[O-])c1

# Later entries.
no.	HePTP inhibitor	BAP1 block	SMILES
65	-11	108	CC1(C)CC(C(CC(=O)O)c2ccccc2)CCO1 (stereo not drawn)
66	-6	.	Cc1ccccc1OCC(=O)N/N=C/c1cn(C)c2ccccc12
67	9	101	Cn1c(=O)c(C(=O)CSc2nncs2)c(N)n(Cc2ccccc2)c1=O
68	-1	.	CC(C)(C)NC(=O)c1sc2ccccc2c1Cl
69	9	.	COC(=O)c1c(NC(=O)COc2ccc(C)cc2C)sc2c1C(C(=O)OC)CC2 (stereo not drawn)
70	5	.	CCCC(=O)N1CCN(c2ccc(F)cc2)CC1
71	-19	73	Cc1cc(NC(=O)c2cc(-c3ccccn3)nc3ccccc23)no1
72	-8	.	CCC1=NN(C(=O)c2cccc(OC)c2)C(O)(c2ccc(Br)cc2)C1 (stereo not drawn)

# (cont.)
no.	HePTP inhibitor	BAP1 block	SMILES
73	12	.	CCCN(CCC)S(=O)(=O)c1ccc(C(=O)Nc2nnc(-c3cc(OC)cc(OC)c3)o2)cc1
74	-6	104	Cc1ccc([C@@H]2C3COCC=C3C(C#N)=C(N)C2(C#N)C#N)o1 (stereo partly drawn)
75	5	86	Cc1ccc(N2C(=O)c3ccc(N)cc3C2=O)cc1C
76	-13	.	NS(=O)(=O)c1ccc(CCNc2ccc(C(F)(F)F)cc2[N+](=O)[O-])cc1
77	3	99	CC1NC2(C(=O)N(Cc3ccccc3)c3ccccc32)C2C(=O)N(c3ccccc3)C(=O)C12 (stereo not drawn)
78	-8	.	CC(C)OC(=O)C(C(=O)C(F)(F)F)c1cc(NS(=O)(=O)c2ccc(F)cc2)ccc1O (stereo not drawn)
79	14	101	CCn1cc(SCC(=O)Nc2cc(C)on2)c2ccccc21
80	0	.	COc1ccc(N(CC(=O)Nc2ccc(OC)c(OC)c2)S(C)(=O)=O)cc1Cl

# Sorted by heavy-atom count (rising): some entries from above
no.	HePTP inhibitor	BAP1 block	SMILES
74	-6	104	Cc1ccc([C@@H]2C3COCC=C3C(C#N)=C(N)C2(C#N)C#N)o1 (stereo partly drawn)
76	-13	.	NS(=O)(=O)c1ccc(CCNc2ccc(C(F)(F)F)cc2[N+](=O)[O-])cc1
80	0	.	COc1ccc(N(CC(=O)Nc2ccc(OC)c(OC)c2)S(C)(=O)=O)cc1Cl
78	-8	.	CC(C)OC(=O)C(C(=O)C(F)(F)F)c1cc(NS(=O)(=O)c2ccc(F)cc2)ccc1O (stereo not drawn)

# The list goes on.
no.	HePTP inhibitor	BAP1 block	SMILES
81	0	107	COc1ccc(OC)c(CNC(=O)C2CCCN(C(=O)N(C)C)C2)c1 (stereo not drawn)
82	8	.	CCN(CC)S(=O)(=O)c1ccc(Cl)c(C(=O)Nc2sc3c(c2C#N)CCCC3)c1
83	.	71	COc1ccc(C(=O)Nc2cccc(-c3nc4ncccc4o3)c2C)cc1Cl
84	-6	.	C=CCOc1c(Cl)cc(/C=C2/C(=O)NN(c3ccc(C)c(C)c3)C2=O)cc1OC
85	-2	.	COc1ccccc1/C=C/C(=O)c1c2c(c(C)[nH]c1=O)CCCC2
86	5	.	CCc1cc2c(=O)c(Oc3ccccc3F)c(C)oc2c(CN(C)C)c1O
87	-2	73	Cc1occc1C(=O)Nc1nnc(C(F)(F)F)s1
88	-11	106	COc1ccc(C2CCCN2C(=O)Nc2ccc(F)cc2)cc1OC (stereo not drawn)

# (next part)
no.	HePTP inhibitor	BAP1 block	SMILES
89	-4	122	CN(C)c1ccc(CNC2CC(C)(C)NC(C)(C)C2)cc1
90	-1	.	O=C(Nc1ccccc1CO)c1ccccc1F
91	5	.	O=C(N/N=C/c1ccc(Cl)cc1)C(=O)Nc1cccc(Cl)c1
92	-3	.	COc1cc(NC(=O)COc2ccc(Cl)cc2Br)cc(OC)c1
93	-8	92	CC12CCC(C(=O)Nc3cccc(NC(=O)C45CCC(C)(C(=O)O4)C5(C)C)n3)(OC1=O)C2(C)C
94	3	100	CN1CCN(C(=O)c2ccc(N(Cc3ccccc3Cl)S(C)(=O)=O)cc2)CC1
95	3	.	COC(=O)C1=C(C)N(c2ccc(C)cc2)/C(=C\c2sccc2C)C1=O
96	5	93	COCC(C)NCc1ccccc1C (stereo not drawn)

# Carrying on:
no.	HePTP inhibitor	BAP1 block	SMILES
97	5	118	CCC(CCC(=O)Nc1cccc(C(=O)O)c1)C(=O)O (stereo not drawn)
98	-2	.	CN1CCC(=NNC(=O)c2cccc([N+](=O)[O-])c2)CC1
99	3&11	102	CCC(C(=O)N1CCN(c2cccc(Cl)c2)CC1)c1ccccc1 (stereo not drawn)
100	1	95	O=C(NCc1ccco1)c1cc(-c2ccncc2)nc2ccccc12
101	1&0	107	Cc1cccc(N=C2NC(=O)CS2)c1C
